P. falciparum M17LAP: P. falciparum M17LAP inhibitors, primary screen, biochemical, fluorogenic H-Leu-NHMec substrate, 1536-well (AID 1619); hit rate 0.38% among 220,000; inhibition, % at 30 µM, or IC50 in µM where a hit was titrated; recombinant M17LAP, H-Leu-NHMec fluorogenic kinetic assay; higher % means a stronger effect; Leucine aminopeptidase (Plasmodium falciparum (isolate 3D7));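 active = compound inhibiting the enzyme by more than half at any dose during confirmatory dose-response retesting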;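 also: plate controls were full reaction with DMSO carrier for no effect and no enzyme background for full effect; strong numbers were not always called active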
T cell modulator: modulators of CD8 T cell-vesicle binding, primary screen, mouse 2C CD8+ T cells, flow cytometry; AID 2052, 2009; calls only at 7 µM; 2C CD8+ T cell-vesicle binding; stronger effect = lower value; hit rate 0.068% among 330,000;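 active = response, share of CD8 T cells binding vesicles, and their 90th percentile fluorescence all below set limits, cut at about 80% in these data, passing the limit was not always enough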
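Read-out – percent CD8+ FL2 mean versus row control · System – murine 2C transgenic CD8+ T lymphocytes · Times – 1.5 h cell–vesicle binding at 37 °C, then 20 min icy labelling · Control set – naked vesicles low, QL9 vesicles with vehicle high · Detection – cytometric PE anti-B7-1 and Alexa647 anti-CD8 signals after 1% paraformaldehyde fixation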
MT stabilizer: microtubule stabilizers in HeLa cells, primary screen, imaging, high-content imaging | HeLa tubulin immunostaining HCS, 24 h; share of cells brighter than vehicle mean+2SD | % tubulin-high responders, % at 10 µM | hit rate 0.83% among 200,000 | AID 2205, 2009;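 active = plate Z-score above 3 for both tubulin-high and condensed-nucleus cell shares, with cell loss under 80%, at 10 µM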;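 also: anti alpha tubulin signal scored within the nucleus-defined area of each cell; some results filed as inactive read as strong as hits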
Dynein cargo inh: inhibitors of GR-EGFP nuclear translocation, primary screen, dynein cargo transport inhibitor project, imaging, high-content, 3617.4 mouse cells; test concentration mostly 20 µM; stimulated with dexamethasone, 1 µM; stronger effect = lower value; AID 1381, 2008; hit rate 0.47% among 220,000; z-score, hits read low;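 active = plate z-score of nuclear minus cytoplasmic receptor signal below a set negative limit, without overly bright fluorescence or cell loss, cut at about -3.5 in these data, passing the limit was not always enough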;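 also: z-score of nuclear minus cytoplasmic ring GR-EGFP intensity difference per well; some compounds called inactive have numbers as strong as hits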
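Also added – dexamethasone, 1.0 µM final · Buffer or medium – tet-free, stripped-serum medium · Schedule – induction 48 h, compound 1 h, agonist 30 min · Detection – formaldehyde fixation, Hoechst nuclear stain, 10x automated fluorescence imaging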
P. falciparum M1AAP: P. falciparum M1AAP inhibitors, biochemical, fluorogenic H-Leu-NHMec substrate, 1536-well (AID 1445). hit rate 0.42% among 220,000. one-dose inhibition, % at 30 µM; IC50 in µM for titrated hits. recombinant M1AAP, H-Leu-NHMec fluorogenic kinetic assay; higher % means a stronger effect. Aminopeptidase N (Plasmodium falciparum (isolate 3D7));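 active = primary inhibition above the hit cutoff, then over 50% inhibition at one or more dose response concentrations, cut at about 23% in these data, passing the limit was not always enough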;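 also: plate controls were DMSO full reaction for no effect and no enzyme background for full effect; strong numbers were not always called active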
Autophagy HCS: autophagy modulators in MEF cells, primary screen, imaging, high-content, MEF GFP-LC3; hit rate 0.98% among 190,000; MEF GFP-LC3 puncta imaging; test concentration mostly 10 µM; calls only at 10 µM (by protocol); AID 463193, 2010;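 active = percentage of spot-positive cells more than 3 SD above its plate mean, without a fluorescence outlier flag or 80% toxicity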;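 also: spot-positive cell cutoff set from DMSO-treated cells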
b-catenin transl: modulators of beta-catenin nuclear translocation, primary screen, imaging, HeLa cells, immunofluorescence, high-content | hit rate 0.3% among 190,000 | nuclear translocation activity, % at 5 µM | AID 1665, 2009;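 active = nuclear translocation activity above 50% at 5 µM, with a well cell count of 50 or more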;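 also: per-cell ratio of nuclear to cytoplasmic median beta-catenin stain intensity; plate controls were DMSO negative control for no effect and GSK-3 inhibitor IX positive control for full effect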
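assay system = human HeLa cells, endogenous beta-catenin | times = compound treatment 24 h, 37°C, 5% CO2 | detection = Anti-beta-catenin immunofluorescence on PFA-fixed, Triton-permeabilized cells, DAPI nuclei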
WT yeast gro inh: growth inhibition of WT strain, primary screen, mitochondrial fusion inhibitor project, WT and mutant strains, chemical genetic | mitochondrial fusion phenotypic screen | hit rate 2.1% among 190,000 | inhibition, % at 10 µM; in the data active = inhibition above about 58%; tested in S. cerevisiae
Yfh1-off respiration: enhancers of respiration in Yfh1-depleted yeast, dose response, Friedreich's ataxia, plus single-dose screen (AID 1465) | S. cerevisiae Yfh1-off respiration, WST-1 reduction, 72 h; higher fold induction means a stronger effect | fold induction at 50 µM, or EC50 in µM where a hit was titrated | hit rate 0.074% among 220,000;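 active = fold induction of absorbance versus untreated yeast above a set limit, then at least 30% activation at any dose in follow-up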;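 also: activators that raise dye reduction in frataxin-depleted yeast; strong numbers were not always called active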
WT yeast gro inh mutant strain: recorded beside WT yeast gro inh, whose call it bears; inhibition, %; mitochondrial fusion phenotypic screen, mutant strain inhibition
Dynein cargo inh cytoplasmic EGFP: also measured in Dynein cargo inh; calls as there; z-score; measured here: cytoplasmic GR-EGFP intensity; stronger effect = higher value
Dynein cargo inh nuclear GR-EGFP: further read-out of Dynein cargo inh, marked with its call; z-score; measured here: nuclear GR-EGFP intensity;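 lower value marks the stronger effect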
Dynein cargo inh cell count: also measured in Dynein cargo inh; calls as there; z-score; measured here: cell count per field
b-catenin transl cell count 5 µM: also measured in b-catenin transl; calls as there; cell count; measured here: cell count, cytotoxicity flag
T cell modulator vesicle-bound %: second read-out of T cell modulator, no call of its own (marks repeat the call); double positive events, %; measured here: CD8+ vesicle-bound cell fraction;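 binding gate set so that unloaded-vesicle control wells show 10% double positive cells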
MT stabilizer Hoechst-high %: further read-out of MT stabilizer, marked with its call; % Hoechst-high responders; measured here: nuclear condensation Hoechst responders;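 share of cells brighter than vehicle mean plus two SD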
MT stabilizer cytotoxicity %: second read-out of MT stabilizer, no call of its own (marks repeat the call); toxicity, %; measured here: cytotoxicity by cell density;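 0% = mean cell density of plate MIN control wells and 100% = no cells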
Autophagy HCS cell loss 18 h: second read-out of Autophagy HCS, no call of its own (marks repeat the call); toxicity, %; measured here: cell loss, nuclei count;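 cell loss after 18 h compound exposure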
An asterisk follows results filed as active; i = inactive; / = no result given.

SMILES	P. falciparum M17LAP	T cell modulator	T cell modulator vesicle-bound %	MT stabilizer	MT stabilizer Hoechst-high %	MT stabilizer cytotoxicity %	Dynein cargo inh	Dynein cargo inh cytoplasmic EGFP	Dynein cargo inh nuclear GR-EGFP	Dynein cargo inh cell count	P. falciparum M1AAP	Autophagy HCS	Autophagy HCS cell loss 18 h	b-catenin transl	b-catenin transl cell count 5 µM	WT yeast gro inh	WT yeast gro inh mutant strain	Yfh1-off respiration
COC(=O)c1oc2ccccc2c1NC(=O)/C=C/C(=O)O	2%	i	61	3.4	2.8	13	-0.53	-0.11	-0.019	0.08	10%	i	-9	-1.5	1100	-17	8	i
Cc1cccc(NC(=S)NC(=O)/C=C/c2ccco2)n1	15%	i	9	1.5	1.6	8.0	0.9	0.28	0.53	-0.0076	12%	i	6	/	/	4	1	i
CCc1sc(N(C(=O)Cc2ccccc2)c2ccccc2F)nc1-c1ccc(C)cc1	15%	i	46	3.6	3.2	8.3	-1.1	-0.25	-0.59	0.51	8%	i	5	-1.3	1070	7	20	i
Cc1ccccc1N=C1NC(=O)/C(=C/c2cccn2-c2cccc(C(=O)O)c2)S1	2%	/	/	1.2	1.5	7.2	0.8	-0.34	0.32	-0.16	9%	i	3	0.1	1508	7	1	i
Cc1cc(F)ccc1S(=O)(=O)Nc1ncnc2sc3c(c12)CCC3	6%	i	56	2.3	1.6	4.0	1.7	-0.33	0.8	-0.25	-2%	i	5	-0.2	1082	18	-1	i
COc1cc(CC(=O)OCC(=O)Nc2cc(S(=O)(=O)N3CCCC3)ccc2Cl)cc(OC)c1OC	0%	i	7	1.3	1.1	5.4	2.1	0.19	1.8	-2.1	6%	i	-5	-0.4	1168	-4	2	i
O=c1c2[nH]c3cccc(Cl)c3c2ncn1CC1CCCO1 (stereo unspecified)	2%	i	57	/	/	/	1.9	-0.17	0.74	-1.7	8%	/	/	-0.1	1300	/	/	i
Cc1nc2c(=O)[nH]c3ccccc3c2o1	3%	i	40	4.2	2.8	4.7	-0.89	-0.3	-0.085	-0.29	6%	i	5	-2.7	990	-8	2	i
COC(=O)c1cc(C(=O)c2cc(F)ccc2O)cn2c(=O)c3c(C)c(C)sc3nc12	3%	i	54	/	/	/	0.82	-0.17	0.57	-1.5	9%	/	/	-5.2	1126	/	/	i
O=C(N/N=C/c1cccc([N+](=O)[O-])c1)c1nc2ccccc2c(=O)[nH]1	-3%	i	38	/	/	/	0.85	-0.1	0.33	-0.95	1%	/	/	-2.1	1177	/	/	i
O=C(CSc1ncn[nH]1)N1CCCCC1	5%	i	35	/	/	/	0.17	-0.24	0.67	-0.54	-10%	/	/	-1.8	1324	/	/	i
CCCCCOc1ccc(C(=O)NCC2(c3ccccc3)CCOCC2)cc1	-8%	/	/	1.4	1.4	7.2	-0.24	-0.17	-0.22	-0.35	6%	i	0	1.9	1341	-9	95	i
O=C(/C=C/c1ccccc1[N+](=O)[O-])NC1CCCC1	4%	i	59	1.1	1.4	9.2	-0.66	-0.25	-0.24	0.2	-1%	i	20	7.3	829	2	0	i
Cc1cc(C)n(-c2ccc(C(=O)Nc3nc4ccccc4s3)cc2)n1	-3%	i	60	1.4	1.4	6.4	-0.29	-0.21	-0.31	0.53	-3%	i	0	4.6	1116	1	-6	i
O=C(CSc1ncn[nH]1)Nc1ccc(S(=O)(=O)Nc2ncccn2)cc1	5%	i	13	2.7	2.4	7.9	-0.96	-0.29	-0.63	1.4	6%	i	12	-0.2	1142	-2	1	i
N#C/C(=C\c1ccncc1)c1nc2ccccc2[nH]1	2%	/	/	5.0	3.5	12	0.25	0.12	0.93	-1.7	9%	i	-6	1.1	1105	-7	5	i
Cc1cccc(C(=O)NC(NC(=S)Nc2ccc(S(N)(=O)=O)cc2)C(Cl)(Cl)Cl)c1 (stereo unspecified)	24%	i	12	1.5	2.1	3.7	0.23	-0.23	0.4	-1.2	36%	i	8	0.1	1092	-18	-9	i
O=C1/C(=C/c2ccncc2)SC(=S)N1Cc1ccccc1	-7%	i	39	/	/	/	0.6	-0.17	0.061	-0.24	6%	/	/	0.8	1231	/	/	i
O=c1nc2n(c3c4c(sc13)CCC4)CCC2	8%	i	63	4.6	5.0	7.7	0.093	-0.32	0.12	-0.15	9%	i	-6	1.0	956	4	-9	i
N#Cc1c2n(c(=S)n(-c3ccccc3)c1=O)CCCCC2	4%	i	64	2.7	2.6	4.2	0.73	-0.36	0.29	0.41	-2%	i	-2	-1.9	1077	-6	-7	i
O=C(CN1CCCc2ccccc21)N/N=C/c1c(O)ccc2ccccc12	-3%	i	55	8.6	3.2	19	-0.37	-0.12	0.21	0.4	-7%	i	14	14	805	-27	-4	i
CC1(C)C(=O)C2(CCCCC2)C(=O)OC1C(=O)c1ccccc1 (stereo unspecified)	9%	i	41	4.8	3.2	10	-0.36	-0.32	-0.58	0.62	9%	i	0	-1.0	993	6	4	i
O=C(CCS(=O)(=O)c1cccc2nsnc12)N1CCN(c2ccccc2F)CC1	11%	i	12	1.2	0.8	19	-0.072	-0.39	-0.071	-0.32	6%	i	0	/	/	-11	-9	i
COCc1cc(Sc2ccc(Cl)cc2)nc(C)n1	2%	i	1	1.8	1.4	3.9	-0.73	-0.31	-0.46	1.2	1%	i	1	0.3	1475	13	17	i
C=CCn1c(SC)nnc1C1COc2ccccc2O1 (stereo unspecified)	2%	i	43	1.3	1.6	2.5	-0.99	-0.37	-0.81	0.3	2%	i	-4	-2.3	1035	20	4	i

Additional compounds follow.
SMILES	P. falciparum M17LAP	T cell modulator	T cell modulator vesicle-bound %	MT stabilizer	MT stabilizer Hoechst-high %	MT stabilizer cytotoxicity %	Dynein cargo inh	Dynein cargo inh cytoplasmic EGFP	Dynein cargo inh nuclear GR-EGFP	Dynein cargo inh cell count	P. falciparum M1AAP	Autophagy HCS	Autophagy HCS cell loss 18 h	b-catenin transl	b-catenin transl cell count 5 µM	WT yeast gro inh	WT yeast gro inh mutant strain	Yfh1-off respiration
COc1ccc(CNC(=O)c2cc(-n3cnnc3)ccc2Cl)cc1	-1%	i	38	2.7	1.6	6.1	0.69	-0.22	0.43	0.76	9%	i	-6	0.2	1038	13	-1	i
O=C1c2oc3ccccc3c(=O)c2C(c2cccnc2)N1Cc1ccco1 (stereo unspecified)	1%	i	8	2.1	1.6	21	1.1	-0.12	0.66	-0.19	6%	i	2	0.7	1099	-5	-19	i
C=CCNC(=O)NC(=O)COC(=O)/C(C#N)=C/c1cc(C)n(CC(C)C)c1C	1%	i	28	1.3	1.3	7.5	0.12	0.43	0.32	-0.13	2%	i	4	-0.3	1143	11	1	i
COc1ccc(C(C#N)c2ccc(Cl)nn2)cc1 (stereo unspecified)	10%	i	56	2.0	1.5	6.0	0.12	-0.23	-0.27	0.79	6%	i	-11	0.0	1113	-5	-10	i
CN(C(=O)CO/N=C/c1ccc(OC(F)F)cc1)C1CCS(=O)(=O)C1 (stereo unspecified)	-5%	i	66	2.8	1.6	6.7	0.48	-0.37	0.031	0.53	-3%	i	6	-2.3	1175	-2	11	i
CC(=O)Oc1ccc(N(C(C)=O)S(=O)(=O)c2ccc(C)c([N+](=O)[O-])c2)cc1	-12%	i	39	1.3	5.1	8.8	0.45	-0.27	0.14	-0.27	9%	i	0	0.1	917	-2	-6	i
CC(=O)N1CCN(c2ccc(NC(=O)c3ccc(N4CCCC4)c([N+](=O)[O-])c3)cc2Cl)CC1	-1%	i	27	2.7	1.3	3.4	0.34	-0.22	0.026	-0.26	-5%	i	11	-2.0	1160	14	9	i
Cc1nn(C)c(Oc2cccc(Cl)c2)c1C(=O)Nc1ccc(F)cc1F	-1%	i	46	0.7	1.9	5.9	2.2	-0.13	1.2	-0.99	6%	i	3	-1.1	1329	1	-4	/
Fc1ccc(N2CCN(/C=C/c3nnnn3-c3ccccc3)CC2)cc1	6%	i	59	2.9	1.3	0.5	-0.86	-0.23	-0.24	0.98	1%	i	25	2.4	909	8	15	i
CCCCCn1c(=O)[nH]c2cc(C(=O)NCCCN(C)Cc3ccccc3)ccc2c1=O	9%	i	16	2.2	2.3	5.1	-0.62	-0.2	-0.46	0.77	0%	i	8	-1.0	1085	-7	-20	i
CCN(CC)CCn1c(=N)n(CC(O)c2ccco2)c2ccccc21 (stereo unspecified)	12%	i	57	3.4	3.5	8.7	-0.84	-0.29	-0.73	0.73	7%	i	2	/	/	-8	23	i
CC(=O)C1=C(O)C(=O)N(CCN2CCOCC2)C1c1ccccc1 (stereo unspecified)	4%	i	48	4.9	3.1	6.0	-0.99	-0.28	-0.22	0.7	-4%	i	-5	-2.3	1199	-1	7	i

Assay outcomes deposited in PubChem BioAssay by several laboratories.
